# Pf Dd2 growth – P. falciparum Dd2 growth inhibition; 94,000 compounds, 2.3% hits; AID 1159554; SYBR Green, 72 h; hits give low values; activity change, % at 10 µM; in the data active = activity change below about -80%
# T cruzi growth – blocks T. cruzi growth in NIH3T3 culture. T. cruzi beta-gal in NIH3T3, GalScreen luminescence, 90 h. inhibition, % at 8.34 µM. AID 624255. 77,000 compounds, 5.9% hits;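 active = mean inhibition above about 93%, with at least 55% of replicates each passing it, limit read from the data, passing the limit was not always enough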
# C diff HTS – C. difficile growth inhibition | Clostridium difficile clinical isolate growth, OD600, 24 h; hits give low values | growth activity, negative = inhibition, % at 16 µg/mL (by protocol) | 86,000 compounds, 0.25% hits;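 active = mean growth activity at or below -80% and every replicate also at or below -80%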;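 also: 0% = DMSO wells and -100% = levofloxacin 16 µg/mL wells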
# GASC1 inh – inhibitors of human demethylase GASC-1 KDM4C; inhibition, % at 12.5 µM; 96,000 compounds, 0.15% hits; GST-KDM4C 2-372, H3K9me3 peptide, LANCE TR-FRET;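 active = mean replicate inhibition above about 25%, with at least 55% of replicates also reaching it, limit read from the data, passing the limit was not always enough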
# Target sequence (Q9H3R0 2-372 limits assumed): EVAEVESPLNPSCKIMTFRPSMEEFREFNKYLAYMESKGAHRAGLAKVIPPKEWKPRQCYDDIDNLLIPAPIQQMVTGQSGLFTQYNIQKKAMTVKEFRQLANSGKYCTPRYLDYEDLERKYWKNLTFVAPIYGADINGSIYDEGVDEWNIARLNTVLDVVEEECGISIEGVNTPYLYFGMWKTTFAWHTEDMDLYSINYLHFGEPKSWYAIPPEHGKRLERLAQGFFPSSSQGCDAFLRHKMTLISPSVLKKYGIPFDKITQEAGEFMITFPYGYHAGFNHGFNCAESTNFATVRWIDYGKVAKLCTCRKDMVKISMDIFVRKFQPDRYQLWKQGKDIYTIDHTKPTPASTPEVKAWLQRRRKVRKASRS
#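 Test system: N-terminal GST-fused human GASC-1 (KDM4C) fragment, residues 2-372; quantity: GASC-1 enzyme at 10 nM final in reaction; dosing: single dose; schedule: 30 min demethylation and 1 h detection at room temperature; signal: LANCE TR-FRET, excitation 340 nm, emissions 618 and 671 nm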
# The depositor's hits bear a star; / = not tested or not shown; & = joins results of further samples.
# Every second line gives: Pf Dd2 growth, T cruzi growth, C diff HTS, GASC1 inh
CO[C@H]1CC[C@@H]2CCOc3c(C#N)cccc3C(=O)N(C)C[C@H](c3ccccc3)CC(=O)N(C)C[C@H]1O2
    15, 39, /, 1.2
Cc1noc(C)c1NC(=O)Nc1ccc2c(c1)C(=O)N([C@H](C)CO)C[C@H](C)[C@@H](CN(C)Cc1ccc(C(=O)O)cc1)OCCCC[C@H](C)O2
    19, -8, -1, 0.9
CC(C)NC(=O)Nc1ccc2c(c1)C(=O)N([C@@H](C)CO)C[C@H](C)[C@H](CN(C)Cc1ccc3c(c1)OCO3)OCCCC[C@@H](C)O2
    -33, 28, 5, 0.7
C[C@H](CO)N1C[C@H](C)[C@H](CN(C)S(=O)(=O)c2ccccc2)Oc2ccc(NC(=O)c3ccncc3)cc2C1=O
    -20, 25, -1, -0.5
C[C@H](CO)N1C[C@H](C)[C@H](CN(C)C)Oc2c(NC(=O)C3CCOCC3)cccc2C1=O
    16, /, -3&-4, 3.0
C[C@H]1CN([C@@H](C)CO)S(=O)(=O)c2ccc(Br)cc2O[C@@H]1CN(C)C(=O)CN(C)C
    20, -62, -3, 1.6
COc1ccc(-c2cnc3c(c2)C(=O)N([C@H](C)CO)C[C@H](C)[C@H](CN(C)Cc2ccccn2)O3)cc1
    2, 17, 4, 2.4
C[C@H](CO)N1C[C@H](C)[C@@H](CN(C)S(=O)(=O)c2cn(C)cn2)OCCCC[C@H](C)Oc2ccc(NC(=O)NC3CCCCC3)cc2C1=O
    14, -18, -10, -0.7
COCCNC(=O)C[C@@H]1CC[C@H]2[C@@H](COc3ccc(NS(=O)(=O)c4ccc(Cl)cc4)cc3C(=O)N2C)O1
    8, 20, 1, -0.6
COc1ccccc1-c1ccc2c(c1)[C@@H]1[C@@H](CCN1C(=O)C1CC1)[C@@H](CO)N2
    -5, 90, 2, /
O=C(C[C@@H]1C=C[C@@H](NC(=O)C2CCOCC2)[C@@H](CO)O1)NCC1CCCCC1
    /, /, -2, 2.1
C[C@@H]1CN([C@H](C)CO)C(=O)c2cc(NC(=O)Nc3ccc(F)cc3)ccc2O[C@@H](C)CCCCO[C@@H]1CN(C)Cc1ccc(Cl)c(Cl)c1
    -79, 101*, /, 12
O=C(C[C@@H]1CC[C@H]2[C@@H](COC[C@H](O)CN2C(=O)Nc2ccc(Cl)cc2)O1)NC1Cc2ccccc2C1
    6, /, -8&-13, 4.5
O=C(NC[C@H]1[C@@H](c2ccccc2)[C@H](CO)N1C(=O)Cc1ccncc1)C1CCC1
    -8, -24, 2, -0.4
COc1ccccc1CNC(=O)C[C@H]1C=C[C@H](NC(C)=O)[C@@H](CO)O1
    4, 8, 3, 2.3
CO[C@@H]1CN(C)C(=O)c2ccc(NC(=O)C3CC3)cc2OC[C@@H](C)N(C(=O)c2ccccc2F)C[C@H]1C
    15, 12, /, -0.7
C[C@@H]1CN([C@H](C)CO)S(=O)(=O)c2ccc(-c3cncnc3)cc2O[C@H]1CN(C)Cc1ccccn1
    -1, -8, -2, 0.6
COc1ccc(NC(=O)Nc2ccc3c(c2)CC(=O)N([C@H](C)CO)C[C@H](C)[C@@H](CN(C)C(=O)Nc2ccc(OC)cc2)O3)cc1
    6, 7, -1, 1.0
C[C@H](CO)N1C[C@H](C)[C@H](CN(C)C(=O)C2CCC2)Oc2cc(-c3ccc(C(=O)N(C)C)cc3)ccc2S1(=O)=O
    -55, -13, 1, 1.2
C[C@@H]1CN([C@@H](C)CO)C(=O)Cc2cc(NC(=O)CCC(F)(F)F)ccc2O[C@H]1CN(C)Cc1ccncc1
    0, 10, -5, 0.1
CO[C@H]1CN(C)C(=O)c2ccc(NS(=O)(=O)c3ccc(Cl)cc3)cc2OC[C@@H](C)N(C(=O)NC(C)C)C[C@H]1C
    0, -13, 8, -0.1
O=C(Nc1ccc2c(c1)[C@H]1C[C@@H](CC(=O)N3CCOCC3)O[C@H](CO)[C@H]1O2)C1CCC1
    -2, 27, 1, 1.7
CN(C)C(=O)C[C@H]1C[C@H]2c3cc(NC(=O)NC4CCCCC4)ccc3O[C@H]2[C@@H](CO)O1
    9, 6, /, -1.5
C[C@@H]1CN([C@@H](C)CO)C(=O)c2cc(-c3cncnc3)cnc2O[C@H]1CN(C)C(=O)Cc1ccccc1
    12, /, -3, 0.2
C[C@@H]1CN([C@@H](C)CO)C(=O)c2cc(C#CC(C)(C)O)cnc2O[C@H]1CN(C)C(=O)C1CC1
    23, 29, -7, 0.0
O=C(CN1CCOCC1)NCC[C@H]1CC[C@H](NC(=O)Nc2ccc(C(F)(F)F)cc2)[C@H](CO)O1
    8, 8, /, 0.1
O=C(C[C@H]1CC[C@H]2NC[C@H](O)COC[C@@H]2O1)Nc1ccc(-c2ccccc2)cc1
    -8, -44, 15&-6, -3.6
CO[C@@H]1CN(C)C(=O)c2cc(NC(=O)NC3CCCCC3)ccc2OC[C@@H](C)N(C)C[C@H]1C
    7, -68, 1, 0.4
CN(C)C(=O)[C@@H]1[C@@H](CO)[C@@H]2Cn3c(ccc(-c4ccccc4)c3=O)[C@@H]2N1CCC(F)(F)F
    /, 26, -1, 2.2
C[C@H](CO)N1C[C@H](C)[C@H](CN(C)C)Oc2cc(C#Cc3ccc(F)cc3)ccc2S1(=O)=O
    -2, -168, -1, 0.5
C/C=C/c1cnc2c(c1)C(=O)N([C@H](C)CO)C[C@H](C)[C@@H](CN(C)S(=O)(=O)c1ccc(F)cc1)O2
    -42, -4, -1, 1.3
C[C@@H]1CN([C@H](C)CO)C(=O)CCCn2cc(nn2)CO[C@H]1CN(C)Cc1cccc(C(=O)O)c1
    6, -27, /, 0.1
CC(=O)N(C)C[C@@H]1Oc2ncc(-c3ccc(C(=O)N(C)C)cc3)cc2C(=O)N([C@H](C)CO)C[C@@H]1C
    32, 19, -3, 0.7
C[C@@H]1CN([C@@H](C)CO)C(=O)c2cc(NS(=O)(=O)c3ccc(Cl)cc3)ccc2O[C@H]1CN(C)S(C)(=O)=O
    23, -42, 1, 1.0
C[C@H]1CN([C@@H](C)CO)C(=O)c2cc(NS(C)(=O)=O)ccc2O[C@H]1CN(C)S(=O)(=O)c1ccccc1
    8, -29, 2, 1.1
COc1ccc(-c2cnc3c(c2)C(=O)N([C@@H](C)CO)C[C@@H](C)[C@H](CN(C)C(=O)Cc2ccncc2)O3)cc1
    -57, 81, 4, 1.4
C[C@@H]1CN([C@@H](C)CO)C(=O)c2cc(NC(=O)CCC(F)(F)F)ccc2O[C@H]1CN(C)Cc1ccc(C(=O)O)cc1
    8, 29, -1, 0.2
C[C@H]1CN([C@@H](C)CO)S(=O)(=O)c2ccc(/C=C/c3ccccc3)cc2O[C@H]1CN(C)Cc1cccnc1
    -82*, /, 4, -2.7
CC(C)NC(=O)Nc1ccc2c(c1)CC(=O)N([C@H](C)CO)C[C@@H](C)[C@@H](CN(C)Cc1ccc3c(c1)OCO3)O2
    -6, -7, -3, 0.3
C[C@@H]1CN([C@H](C)CO)C(=O)c2cccc(NC(=O)NC3CCCCC3)c2O[C@@H]1CN(C)C(=O)Nc1ccc2c(c1)OCO2
    -26, 39, -3, -0.4
C[C@H](CO)N1C[C@H](C)[C@@H](CN(C)C(=O)Nc2ccc3c(c2)OCO3)OCCCC[C@H](C)Oc2ccc(NS(=O)(=O)c3cccs3)cc2C1=O
    -33, 53, 2, -0.7
O=C(Nc1ccc(Cl)c(Cl)c1)N[C@H]1CC[C@H](CCn2cc(C3CC3)nn2)O[C@@H]1CO
    -31, /, 9, 0.4
CCC(=O)N[C@H]1C=C[C@H](CC(=O)NCc2ccc(OC)cc2)O[C@@H]1CO
    0, 49, /, 1.3
C[C@@H]1CN([C@@H](C)CO)C(=O)c2cc(NC(=O)Nc3cccc4ccccc34)ccc2O[C@H]1CN(C)Cc1ccc(-c2ccccc2)cc1
    12, 73, -4, -1.9
CN1CCN(C(=O)C[C@@H]2CC[C@@H]3[C@@H](COc4ccc(NC(=O)c5cscn5)cc4C(=O)N3C)O2)CC1
    0, 3, -5, -0.2
C[C@@H]1CN([C@H](C)CO)C(=O)Cc2cc(NC(=O)CCN3CCOCC3)ccc2O[C@H]1CN(C)Cc1ccc(C(=O)Nc2ccccc2N)cc1
    0, /, -3, 0.3
C[C@@H]1CN([C@H](C)CO)C(=O)c2c(c3ccccc3n2C)-c2ccccc2CO[C@@H]1CN(C)Cc1cccc(F)c1
    -88*, /, 33, -1.6
C[C@H](CO)N1C[C@H](C)[C@@H](CN(C)C(=O)CN(C)C)Oc2cc(C#CCC3CCCC3)ccc2S1(=O)=O
    -71, 122, -2, 1.7
OC[C@@H]1Nc2ccc(-c3ccccc3)cc2[C@@H]2[C@H]1CCN2Cc1ccc(F)cc1
    -71, 75, -3, 1.4
C[C@H]1CCCCO[C@H](CN(C)CC2CC2)[C@@H](C)CN([C@@H](C)CO)C(=O)c2cc(NS(=O)(=O)c3ccc(F)cc3)ccc2O1
    -47, 50, 2, 0.4
C[C@H]1CN([C@@H](C)CO)C(=O)c2cc(-c3ccc(C(=O)N(C)C)cc3)cnc2O[C@@H]1CN(C)C(=O)c1cccnc1
    26, -75, -1, 7.9
COc1ccc(NC(=O)N(C)C[C@H]2Oc3ncc(-c4ccc(C#N)cc4)cc3C(=O)N([C@H](C)CO)C[C@H]2C)cc1
    21, /, 3, -0.5
Cc1ccc(S(=O)(=O)N(C)C[C@@H]2Oc3ccc(NC(=O)C4CC4)cc3C(=O)N([C@@H](C)CO)C[C@H]2C)cc1
    -67, 27, 2, -1.3
COc1ccc(CN(C)C[C@@H]2Oc3ccc(NC(=O)Nc4ccccc4)cc3C(=O)N([C@@H](C)CO)C[C@@H]2C)cc1
    13, 15, -8, -0.2
CO[C@@H]1CN(C)C(=O)c2ccc(NC(=O)C3CCCC3)cc2OC[C@@H](C)N(C)C[C@H]1C
    /, 5, /, 0.4
CS(=O)(=O)Nc1ccc2c(c1)[C@H]1C[C@H](CC(=O)N3CCCCC3)O[C@H](CO)[C@H]1O2
    17, -74, 3, -1.9
CNC[C@H]1Oc2c(NS(=O)(=O)c3cccs3)cccc2C(=O)N([C@H](C)CO)C[C@@H]1C
    24, 23, 0, 0.4
CCC(=O)Nc1ccc2c(c1)C(=O)N(C)[C@@H]1CC[C@@H](CC(=O)NCC3CC3)O[C@@H]1CO2
    -8, 27, -2, -0.7
C[C@H](CO)N1C[C@H](C)[C@H](CN(C)C(=O)Nc2ccc(C(F)(F)F)cc2)Oc2ccc(NS(=O)(=O)c3ccc(F)cc3)cc2CC1=O
    -2, 32, -11, -1.8
C[C@@H]1CN([C@@H](C)CO)C(=O)Cc2cc(NC(=O)CCCN(C)C)ccc2O[C@H]1CN(C)C(=O)Nc1ccc(F)cc1
    1, /, 1, 2.5

# Some of the entries so far, field by field:
C[C@H]1CN([C@@H](C)CO)S(=O)(=O)c2ccc(/C=C/c3ccccc3)cc2O[C@H]1CN(C)Cc1cccnc1
  Pf Dd2 growth = -82* | T cruzi growth = / | C diff HTS = 4 | GASC1 inh = -2.7
C[C@@H]1CN([C@@H](C)CO)C(=O)c2cc(NC(=O)Nc3cccc4ccccc34)ccc2O[C@H]1CN(C)Cc1ccc(-c2ccccc2)cc1
  Pf Dd2 growth = 12 | T cruzi growth = 73 | C diff HTS = -4 | GASC1 inh = -1.9
CS(=O)(=O)Nc1ccc2c(c1)[C@H]1C[C@H](CC(=O)N3CCCCC3)O[C@H](CO)[C@H]1O2
  Pf Dd2 growth = 17 | T cruzi growth = -74 | C diff HTS = 3 | GASC1 inh = -1.9
C[C@@H]1CN([C@H](C)CO)C(=O)Cc2cc(NC(=O)CCN3CCOCC3)ccc2O[C@H]1CN(C)Cc1ccc(C(=O)Nc2ccccc2N)cc1
  Pf Dd2 growth = 0 | T cruzi growth = / | C diff HTS = -3 | GASC1 inh = 0.3

# Additional records:
# Every second line gives: Pf Dd2 growth, T cruzi growth, C diff HTS, GASC1 inh
COCC(=O)N1CC(=O)N2[C@H](CO)[C@H](c3ccc(Br)cc3)[C@@H]2C1
    35, /, 61, -1.2
C[C@H]1CCCCO[C@@H](CN(C)Cc2ccc3c(c2)OCO3)[C@@H](C)CN([C@@H](C)CO)C(=O)c2cc(N(C)C)ccc2O1
    -9, 11, -3, /
COc1ccc2c3c([nH]c2c1)[C@@H](CO)N(C(=O)c1ccccc1)CC31CCN(C)CC1
    -21, /, -3, -0.5
C[C@@H]1CN([C@H](C)CO)C(=O)c2cc(C#CC3CCCCC3)cnc2O[C@H]1CN(C)C
    -19, 30, -7, -1.9
CCS(=O)(=O)Nc1ccc2c(c1)C(=O)N(C)[C@@H]1CC[C@@H](CC(=O)N3CCN(C)CC3)O[C@H]1CO2
    4, 40, 3, 1.3
Cc1ccc(-c2cnc3c(c2)C(=O)N([C@H](C)CO)C[C@@H](C)[C@@H](CN(C)C)O3)cc1
    26, -69, -1, 0.7
N#C[C@@H]1N[C@H](CO)[C@H]1c1ccccc1
    20, -12, -10, 0.0
COCC#Cc1cnc2c(c1)C(=O)N([C@@H](C)CO)C[C@@H](C)[C@H](CN(C)C(=O)CN1CCOCC1)O2
    17, /, -4, -0.1

# Assay outcomes as filed in PubChem BioAssay.
